Source: PubChem BioAssay (Fisher Drug Discovery Resource Center)
NPYLR7 agonist: agonists of mosquito NPYLR7 receptor, primary screen, cell-based, Aedes aegypti, calcium fluorescence, mosquito biting behavior. AID 1259423, 2018. activation, % at 10 µM. Aedes aegypti neuropeptide Y-like receptor 7 (NPYLR7). HEK293T NPYLR7/Galpha15, GCaMP6s calcium fluorescence. 270,000 compounds, 0.15% hits; in the data active = activation above about 40%;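 note: 0% = vehicle and 100% = reference agonist at the receptor; some compounds past the cut are filed as inactive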
mcGAS lum: cyclic GMP-AMP synthase inhibitors, mouse, primary biochemical chemiluminescence; Q8C6L5; recombinant cGAS, Kinase-Glo ATP depletion luminescence; inhibition, % at 12.5 µM; 160,000 compounds, 0.15% hits;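 note: 0% = negative control wells and 100% = reference inhibitor with no enzyme activity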
hcGAS lum: Primary biochemical luminescence assay for human cyclic GMP-AMP synthase inhibitors; recombinant h-cGAS, ATP depletion, Kinase-Glo luminescence; inhibition, % at 12.5 µM; 290,000 compounds, 0.081% hits;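 note: 0% = vehicle reaction and 100% = reaction without DNA for no activity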
Target sequence (Q8N884 whole entry, looked up): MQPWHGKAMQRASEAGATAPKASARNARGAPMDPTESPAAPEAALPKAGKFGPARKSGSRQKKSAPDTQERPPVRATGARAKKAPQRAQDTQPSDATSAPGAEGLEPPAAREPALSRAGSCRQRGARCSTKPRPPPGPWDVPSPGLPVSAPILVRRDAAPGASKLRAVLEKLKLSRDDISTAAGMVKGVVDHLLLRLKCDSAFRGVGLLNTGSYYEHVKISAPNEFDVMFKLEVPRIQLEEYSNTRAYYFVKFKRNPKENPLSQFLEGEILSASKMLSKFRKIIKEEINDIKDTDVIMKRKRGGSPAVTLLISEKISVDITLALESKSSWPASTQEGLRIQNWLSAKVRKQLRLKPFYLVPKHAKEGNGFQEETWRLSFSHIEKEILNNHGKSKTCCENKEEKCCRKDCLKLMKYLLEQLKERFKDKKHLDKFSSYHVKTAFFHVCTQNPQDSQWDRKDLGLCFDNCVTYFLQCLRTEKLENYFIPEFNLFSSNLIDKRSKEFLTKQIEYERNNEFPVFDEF
The depositor's hits bear a star; x = no result given; & = joins results of further samples. Cut-off read from the data, not from the text of the source, unless noted: active = inhibition above about 40%; inactive = the rest.

SMILES	NPYLR7 agonist	mcGAS lum	hcGAS lum
O=C(CSc1cn(CC(=O)N2CCCCCC2)c2ccccc12)NCc1ccccc1	-7	-5	-3
CCCc1nc(N2CCCN(S(=O)(=O)c3cccc(C(F)(F)F)c3)CC2)c2c(-c3cccc(C(F)(F)F)c3)noc2n1	x	-5	-2
CS(=O)(=O)N1CCSC1c1ccc2c3c(cccc13)CCC2 (configuration not stated)	5	x	-2
Cc1ccc2[nH]c(CNC(C)c3cnn(-c4cccc(F)c4)c3C)c(C)c2c1 (configuration not stated)	9	-9	-8
O=C(NNc1ccc(Cl)cc1)c1cccn2c(CCN3CCCCC3)nnc12	10	x	-10
CC1Cc2cc(C(=O)N(C)Cc3ccccc3F)ccc2N1S(C)(=O)=O (configuration not stated)	-3	x	-13
COc1ccc(Nc2nc(Cl)nc(Nc3ccc(OC)cc3)n2)cc1	-4	0	1
COc1cc(N2CCC(N)CC2)ccc1Nc1ncc(Cl)c(-c2c[nH]c3ccccc23)n1	1	-10	-7
c1c(CN2CCOC3(CCCC3)C2)nn2c1CNCCC2	3	-17	-7
Cc1cc(C(=O)N2CCC(C(=O)Nc3ccc(Oc4ccccc4F)cc3)CC2)c(C)o1	2	x	-2
COCCCn1c(CN2CCN(CC(C)C)C(=O)[C@@H]2C)cnc1S(C)(=O)=O	8	x	-8
CCOC(=O)C1(Cc2ccccc2)CCN(Cc2cccc3ncccc23)CC1	-12	-4	-3
COc1cccc(CNC(=O)CSc2nc(=O)[nH]c3c2CCCC3)c1	1	-8	-5
CNc1cnc(-c2cccc(C(=O)NCCN(C)C)c2)cn1	2	x	-14
O=C(Nc1cccc(Cl)c1F)C1CCCN1S(=O)(=O)c1ccccc1C(F)(F)F (configuration not stated)	0	x	0
Cc1nc(CNC(=O)/C=C/c2ccc(N3CCCC3=O)cc2)n[nH]1	5	x	-4
Cc1ccc(F)cc1CC(=O)N(C)Cc1csc(C(C)C)n1	x	-17	-4
CC(OCC1CCCCO1)C(=O)Nc1nc2cc(F)ccc2n1C (configuration not stated)	7	x	-9&-6
CCCCc1ccc(S(=O)(=O)N2CCC(Cc3nncn3C)CC2)cc1	33	-11	-6
CNC(=O)NC(=O)C(C)NC(c1ccccc1)C(C)C (configuration not stated)	8	x	-2
Cc1cc(C(=O)NC(C)c2ccccc2)n2nc(-c3ccccc3)cc2n1 (configuration not stated)	1	-6	-4
Cc1[nH]c(=O)nc(SCC(=O)NC2CCCC2)c1C#N	-4	-5	-5
CC(C)CNC(=O)c1cccc(CSc2nc(-c3ccccc3)cc(N(C)Cc3ccccc3)n2)c1	21	-5	-6
CC1(C(=O)Nc2ccc3c(c2)OCCO3)CCN1Cc1ccsc1 (configuration not stated)	1	x	-6
COC(=O)c1ccc(-c2nc(CN3CCN(C(=O)c4cccc(OC)c4)CC3)c(C)o2)cc1	-1	x	-4
COc1ccc(-c2cnc3ncnn3c2N2CCN(S(=O)(=O)c3cc(C)c(Cl)cc3C)CC2)cc1OC	x	-7	-8
COc1ccccc1NC(=O)CN(c1cccc([N+](=O)[O-])c1)S(=O)(=O)c1ccccc1	0	-5	-2
CCOC(=O)C1(Cc2ccccc2Cl)CCN(C(=O)CCc2ccccc2OC)CC1	-8	-3	-5
N#CC1C(=N)C(C#N)(C#N)C(c2ccco2)C2CCCC=C12 (configuration not stated)	10	x	-7
COc1ccc(-c2nc(N(CCC(=O)NCc3ccco3)CCc3ccccc3)c3ccccc3n2)cc1	3	1	4
CCc1cccc2c(C(CC(=O)N3CCN(c4ccccc4F)CC3)c3ccc(OC)c(OC)c3)c[nH]c12 (configuration not stated)	18	-5	-8
O=C(NCCn1ncc2c(N3CCCCC3)ncnc21)c1cc(-c2ccccc2)on1	3	-10	-9
COc1cccc(CO[C@]2(C(=O)NCCN(C)C)CC(OCc3cccc(F)c3F)[C@H](O)[C@H](O)C2)c1 (some centres not stated)	x	1	2
CCOCC(=O)NCC1CN(c2ccccc2)C(=O)O1 (configuration not stated)	0	x	5
COc1cc(-c2[nH]nc3nccc(-c4cccc(N)c4)c23)cc(OC)c1OC	7	-3	0
Cc1nn2c(-c3ccccc3)nc3ccccc3c2nc1=O	6	x	0
COCCN(CC(=O)N(CCc1c[nH]c2ccccc12)Cc1ccc(C(F)(F)F)cc1)S(=O)(=O)c1ccc(Cl)c([N+](=O)[O-])c1	x	-4	-3
C=CCCC(O)CN(CCOC)Cc1c(C)nn(-c2ccccc2)c1Oc1ccc(Cl)cc1 (configuration not stated)	-6	-3	-5
C=CCN1C(N2CCOCC2)=NN2C(=O)NC(c3ccc(OC)cc3)(C(F)(F)F)C(C#N)=C12 (configuration not stated)	2	x	-5
CCc1nc2ccc(C(=O)NCCc3c[nH]c4ccccc34)cn2c1N(C=O)CC	-7	1	4
O=c1c2nnn(-c3ccc(OC(F)(F)F)cc3)c2ncn1Cc1ccccc1	-4	-1	2
CN(C)CCNC(=O)c1cccc(CSc2nc(-c3ccccc3)cc(N3CCN(c4ccccc4Cl)CC3)n2)c1	7	-5	-9
CCOC(=O)C1CCN(c2nc3ccccc3n3c(=O)n(CC(=O)Nc4ccc(C)cc4)nc23)CC1	-8	1	-1
CC12CN(C(C)(C)C)CC(C)(CN(C(C)(C)C)C1)C2=O	0	x	-4
c1ccc(N2CCCN(Cc3ccc(C4CCCO4)s3)CC2)cc1 (configuration not stated)	3	-12	-6
CC(C)NC(=O)[C@@H]1C[C@@H](N)CN1Cc1cnc(-c2ccccn2)nc1	1	-8	1
O=C(CCC1CCCC1)N1CCN(C(c2ccccc2)c2ccccc2)CC1	-4	-6	-5
CC(=O)OC1CC2CCC1(C)C2(C)C (configuration not stated)	7	x	-1
O=c1nc(/C=C/c2ccc(Br)cc2)cc(C(F)(F)F)[nH]1	13	11	-8
CC(C(=O)N(C)CC#N)N1CC2=C(C1=O)C(c1ccccc1Cl)NC(=O)N2C (configuration not stated)	0	-4	-4
(further entries)
SMILES	NPYLR7 agonist	mcGAS lum	hcGAS lum
O=c1[nH]nc(SCc2cc(Cl)cc3c2OCOC3)n1CC1CCCO1 (configuration not stated)	3	x	0
O=C(NC(=O)N1CCC2(CC1)NCCc1c2[nH]c2ccc(OCc3ccccc3)cc12)c1ccccc1	14	-4	-6
CO[C@@]1(NC(=O)Cc2cccs2)C(=O)N2C(C(=O)O)=C(COC(N)=O)CS[C@@H]21	-9&-5&2&-1	-5	-2&-2&-4&-10
CCC1CN(C(=O)C2CCN(C(=O)N3CCCC3)CC2)C(CC)CN1Cc1ccccc1 (configuration not stated)	2	x	-15
O=S(=O)(NCCOc1ccc2nnc(-c3ccccc3)n2n1)c1ccc(Cl)s1	8	-8	-8
CCn1c(C2CCN(C(=O)CCc3ccc4c(c3)OCO4)CC2)n[nH]c1=O	4	-13	-1
COc1ccc(NC(=O)CCc2csc(NC(=O)c3ccc[nH]c3=O)n2)cc1OC	-11	-4	-2
CC(C)Cc1cnc2c(c1SCc1cccnc1)c(=O)n(C)c(=O)n2C	4	-9	-8
N#Cc1cc2c(=O)n3ccccc3nc2n(Cc2ccco2)c1=N	-1	x	-5
COc1cccc(NC(=O)Nc2ccc(Nc3ccc(-n4ccc(C)n4)nn3)cc2)c1	-2	-7	-5
Cc1cccc(C(=O)N(Cc2ccco2)Cc2cc(NC(=O)c3ccco3)ccc2N(C)C)c1	0	-8	-5
CCc1ccccc1C(=O)N1CCCC(c2ccn[nH]2)C1 (configuration not stated)	5	1	1
N#Cc1ccc(CSCC(=O)N2CCCC(C(=O)N3CCOCC3)C2)cc1 (configuration not stated)	-1	x	-5
COC(=O)c1cccc(OCC(=O)NC(c2cccs2)C(C)C)c1 (configuration not stated)	15	-5	1
Cc1cc(Nc2ccc(N)cc2)ncn1	-4	x	0
O=C(N1CC(c2ccccn2)C1)C12CC3CC(CC(C3)C1)C2	-2	x	-9
NC(=O)CSc1n[nH]c(-c2ccco2)n1	-4	x	8
Cc1ccc(OCCn2c(=O)oc3ccc(C)cc32)cc1	1	-6	-5
COc1ccc(-n2c(C)c(C)n3c4c(=O)n(CCN5CCOCC5)c(=O)n(C)c4nc23)cc1Cl	x	-9	-13
COc1cccc(-c2cc(C(=O)N3CCN(C(=O)Nc4ccccc4C)CC3)c(C)n2-c2ccccc2)c1	13	-4	-6
COc1ccc(C(=O)NNC(=O)c2ccc(S(=O)(=O)N3CCCCC3)cc2)cc1OC	2	-6	-3
Cc1nc(C(C)N(C)Cc2cnc(-c3cccs3)nc2)c(C)s1 (configuration not stated)	2	-10	-3
COc1ccc(OC)c(N2CCCn3c2nc2c3c(=O)[nH]c(=O)n2C)c1	-1	x	-1
Cc1noc(CN2CCCCC2c2nc3ccccc3o2)n1 (configuration not stated)	8	x	-3
O=C(CCC1CCN(C(=O)C2CCCO2)CC1)Nc1ccc2c(c1)OCCO2 (configuration not stated)	0	-9	-7
Cc1ccc(F)c(NC2CCCN(C(=O)c3ccccc3Cl)C2)c1 (configuration not stated)	4	x	-4
C/C(Cl)=C/Cc1c(C)[nH]c2ccc(C)cc2c1=O	11	x	-7
Cc1ccc(NC(=O)N(Cc2cccs2)CC2CCCO2)cc1 (configuration not stated)	4	x	-20
O=[N+]([O-])c1cc(S(=O)(=O)Nc2ccc(Cl)c(S(=O)(=O)N3CCOCC3)c2)ccc1Cl	-1	x	-6
CCOC(=O)Cc1c(C)nc2ncnn2c1N1CCN(S(=O)(=O)c2cn(C)cn2)CC1	15	-7	-5
CN(C)c1cccc(NP2(=O)C=C(c3ccccc3)OC(c3ccccc3)=C2)c1	4	x	-4
CNC(=O)C1CCN(C(=O)c2ccccc2C(=O)c2ccc(F)cc2)CC1	13	x	-12
CCC(C)n1c(C)c(C)n2c3c(=O)n(CC(=O)C(C)(C)C)c(=O)n(C)c3nc12 (configuration not stated)	-6	x	1
COc1ccc(C(CC(=O)NCc2ccc(F)cc2)c2cn(C)c3ccccc23)cc1 (configuration not stated)	28	-5	-6
CCOC(=O)c1nn(-c2ccccc2)c(=O)cc1NC(=O)c1ccc(OCC)c(OCC)c1	x	-5	1
CCOC(=O)N1CCN(C(=O)c2cc(-c3ccccc3)n(-c3ccc4c(c3)OCO4)c2C)CC1	0	-3	1
Cc1[nH]nc2c1C(c1ccc([N+](=O)[O-])cc1)CC(=O)N2 (configuration not stated)	9	-6	-6
CCC(C)C(N)C(N)=O (configuration not stated)	3	x	-6
Clc1ccc(-c2noc(CSc3nnc4n3CCCCC4)n2)cc1	-7	x	14
O=[N+]([O-])c1ccc(C(O)C(CO)NP2(=O)C=C(c3ccccc3)SC(c3ccccc3)=C2)cc1 (configuration not stated)	9	x	-2
C=CCOc1ccccc1CNn1nnnc1N	-15	-7	-2
Nc1nc(OCC(O)CO)c2n[nH]nc2n1 (configuration not stated)	3	x	-2
Cc1cc(F)ccc1N1CCCC(NC(=O)c2ccc[nH]2)C1=O (configuration not stated)	7	x	-4
COc1ccc(C(=O)c2c(N)c(-c3nc(-c4ccccc4OC)cs3)c3ccccn23)cc1	-1	-2	5
Cc1ccccc1CSc1ncc(CO)n1CC(=O)NC1CC1	7	x	-3
CCOC1=CC(=C2C=CC(=[N+](C)C)C=C2)C=C(OCC)c2c(C)oc(C)c21	-14	x	-1
C=C1C2=CC(=O)O[C@@H](c3ccoc3)[C@]2(C)CCC1[C@@]1(C)C=CC(=O)C(C)(C)[C@@H]1CC(=O)OC (some centres not stated)	x	4	-2
CCOC(=O)c1c(NC(=O)c2cnn3c(C(F)(F)F)cc(-c4ccc(C)cc4)nc23)sc2c1CCCC2	-11	-2	2
Cc1cc(I)ccc1NC(=O)NC(C)CCO (configuration not stated)	-1	x	-5
Cc1ccccc1N1CCn2c1nc1c2c(=O)n(CCC(C)C)c(=O)n1C	-1	x	0
COc1ccc(CN(C)C(=O)c2ccc(-n3cnnc3)cc2)c2cccnc12	4	-15	-1
O=C(CCCSc1ccc(NC(=O)C2CC2)nn1)NCc1ccccc1Cl	-1	-1	-2
CC(C)(C)C(=O)N1CCC(C(=O)Nc2cccc3c2CCCC3)CC1	-2	x	-7

Structures listed so far with an aryl thioether with sulfur outside any ring, in the order listed:
SMILES	NPYLR7 agonist	mcGAS lum	hcGAS lum
O=C(CSc1cn(CC(=O)N2CCCCCC2)c2ccccc12)NCc1ccccc1	-7	-5	-3
COc1cccc(CNC(=O)CSc2nc(=O)[nH]c3c2CCCC3)c1	1	-8	-5
Cc1[nH]c(=O)nc(SCC(=O)NC2CCCC2)c1C#N	-4	-5	-5
CC(C)CNC(=O)c1cccc(CSc2nc(-c3ccccc3)cc(N(C)Cc3ccccc3)n2)c1	21	-5	-6
CN(C)CCNC(=O)c1cccc(CSc2nc(-c3ccccc3)cc(N3CCN(c4ccccc4Cl)CC3)n2)c1	7	-5	-9
O=c1[nH]nc(SCc2cc(Cl)cc3c2OCOC3)n1CC1CCCO1 (configuration not stated)	3	x	0
CC(C)Cc1cnc2c(c1SCc1cccnc1)c(=O)n(C)c(=O)n2C	4	-9	-8
NC(=O)CSc1n[nH]c(-c2ccco2)n1	-4	x	8
Clc1ccc(-c2noc(CSc3nnc4n3CCCCC4)n2)cc1	-7	x	14
Cc1ccccc1CSc1ncc(CO)n1CC(=O)NC1CC1	7	x	-3
O=C(CCCSc1ccc(NC(=O)C2CC2)nn1)NCc1ccccc1Cl	-1	-1	-2

An excerpt of these results, in markdown.
| canonical_smiles | NPYLR7 agonist | mcGAS lum | hcGAS lum |
| --- | --- | --- | --- |
| CCc1cccc2c(C(CC(=O)N3CCN(c4ccccc4F)CC3)c3ccc(OC)c(OC)c3)c[nH]c12 (configuration not stated) | 18 | -5 | -8 |
| Cc1ccccc1CSc1ncc(CO)n1CC(=O)NC1CC1 | 7 | x | -3 |
